Htt clearance = compounds clearing mutant huntingtin protein; HeLa Exon1htt(103Q)mCFP, aggregate imaging; zero = plate's median compound well; inhibition, % at 1.5 µM; 47,000 compounds, 0.42% hits; AID 853;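 active = inhibition of aggregate fluorescence above about 70%, also judged a hit by eye on the cell image, limit read from the data, passing the limit was not always enough; inconclusive = no rule stated for this call; inactive = not judged a hit on image review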;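 note: cells exposed to compound for three days before fixation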
Htt clearance grain fraction = further read-out of Htt clearance, marked with its call; fraction fluorescence in grains; measured here: aggregate grain fluorescence fraction; active compounds read low;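 scaled fraction of total cell fluorescence in grains with unit not stated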
Numbers without * were called inactive; i = inactive; ? = inconclusive; . = no result given. Not all compounds are listed, so the mix of outcomes need not match the whole.

SMILES	Htt clearance	Htt clearance grain fraction
COC(=O)[C@H](Cc1ccccc1)NC(=O)N1CCCCC1C (stereo partly drawn)	0	35
CCN(CC)S(=O)(=O)c1ccc(NC(=O)CN(c2cccc(C)c2)S(C)(=O)=O)cc1	26	13
Cc1cc(N=Cc2cc(Br)ccc2O)no1	43	9.5
Cc1ccccc1C(=O)Nc1nc2n(n1)C(c1ccccc1)CC(=O)N2 (stereo not drawn)	-35	38
Cc1cc(C)c(C(=O)CSC2=NC(N)=C(C#N)C3(CCCCC3)C2C(N)=O)cc1C (stereo not drawn)	-23	29
Cc1c(NC(=O)CN2CCCc3ccccc32)c(=O)n(-c2ccccc2)n1C	20	29
COc1ccc2ccccc2c1C(O)c1nccn1C (stereo not drawn)	-58	58
CC(=O)Nc1cccc(NC(=O)c2cc3ccccc3o2)c1	-17	41
CCCC(C(=O)N1CCOCC1)N1C(=O)C2C3C=CC(C3)C2C1=O (stereo not drawn)	-168	100
CCOc1ccc2nc(NCCCNS(=O)(=O)c3ccc(C)cc3)c(C#N)cc2c1	-22	24
CCOCCCN1C(=O)CN(C2CCCCCC2)C(=O)C1c1ccc(OC)cc1 (stereo not drawn)	-46	32
CC(NS(=O)(=O)c1ccccc1)C(=O)Nc1nccs1 (stereo not drawn)	20	25
CCCn1c(-c2ccc(F)cc2)cnc1SCC(=O)O	31	14
CC(=O)Nc1ccc(N/C=C/C(=O)c2ccc(C)o2)cc1	26	14
COc1ccccc1Oc1ccc(S(=O)(=O)Nc2cccnc2)cc1	44	9.9
CCc1c(C)nc(SCC(=O)N2CCc3ccccc32)[nH]c1=O	-53	60
CC(C)CNC(=O)COC(=O)c1cncc(Br)c1	-24	47
CCc1nnc(NC(=O)CSc2nnc(COc3ccccc3)n2-c2ccc(C)cc2)s1	18	31
COc1ccc(N(CC(=O)N2CCN(C)CC2)S(C)(=O)=O)cc1OC	16	30
O=C(O)CC(NCc1ccco1)C(=O)OCC1CCCO1 (stereo not drawn)	23	31
CCOC(=O)c1c(NC(=O)CSc2nnc(-c3cccnc3)n2Cc2ccco2)sc(C)c1C	41	22
COc1cccc(Oc2nnnn2-c2ccccc2)c1	-19	40
Cc1cc(C(=O)Nc2ccccc2)oc1C	9	37
COC(=O)c1cc(S(=O)(=O)N2CCOCC2)c(Cl)cc1N1CCOCC1	i	325
Cc1ccc(-n2nc(C)c3c2OC(N)=C(C#N)C3c2ccncc2)cc1 (stereo not drawn)	5	41
Oc1ccc(Br)cc1-c1cc(-c2ccccc2)n[nH]1	13	16
Cc1noc(N)c1C(=O)Nc1ccccc1F	22	33
O=C(OCC(=O)N1CCN(C(=O)c2ccco2)CC1)c1cc(-c2ccc(F)cc2)nc2ccccc12	-1	35
COc1ccccc1OC(=O)c1ccc2nsnc2c1	-24	23
Cc1nnc(NCCc2ccccc2)n(N)c1=O	11	14
O=C(NC(=O)c1ccc(Cl)cc1)Nc1cc(N2CCCCC2)ncn1	4	19
Nc1cccc(NC(=O)c2cccs2)c1	-104	38
CN1C(=O)CC(C(=O)O)SC1=Nc1ccc(F)cc1 (stereo not drawn)	-38	28
CCCC(=O)N(CCc1ccccc1)Cc1nc2ccccc2c(=O)[nH]1	-87	57
Cc1cc(NC(=O)CSc2nc3ccccc3c(=O)n2CCCC(=O)NCc2ccccc2)n[nH]1	-64	62
CCOC(=O)Cc1csc(NC(=O)c2ccc(S(=O)(=O)N3CCCCC3)cc2)n1	6	34
O=C(c1cccc(S(=O)(=O)N2CCOCC2)c1)N1CCCC1	-5	30
O=C(CSc1nnc(-c2ccncc2)n1CC1CCCO1)NCc1ccccc1 (stereo not drawn)	26	15
COc1ccc2nc(NC(=O)CNS(=O)(=O)c3cccs3)sc2c1	-29	25
Cc1cccc(CC2CC(=O)N(c3ncccn3)C2=O)c1 (stereo not drawn)	-7	20
COc1cccc(/C(O)=C2/C(=O)C(=O)N(CCN3CCOCC3)C2c2cccnc2)c1 (stereo not drawn)	20	15
CC1CN(S(=O)(=O)c2cccc(C(=O)OCc3cc(=O)oc4cc(O)ccc34)c2)CC(C)O1 (stereo not drawn)	-44	23
Cc1ccc(-c2csc3ncnc(-n4nc(C)cc4N)c23)cc1	20	27
CCOC(=O)C1CCN(C(=O)c2ccccc2NC(C)=O)CC1	?	.
c1ccc(N2CCN(c3nc4cc5c(cc4s3)OCCO5)CC2)cc1	46	18
CCc1[nH]nc2c1C(c1ccc(Br)s1)C(C#N)=C(N)O2 (stereo not drawn)	64	16
COC(=O)Cc1cc(=O)n2[nH]cnc2n1	4	40
CSc1ccc(S(=O)(=O)NC2CCCCCC2)cc1	34	14
Cc1ccc(-n2ncc3c(NCc4ccc5c(c4)OCO5)ncnc32)c(C)c1	0	35
CCc1nnc(NC(=O)c2ccc(-c3cccc(C(F)(F)F)c3)o2)s1	32	13

(more compounds)
SMILES	Htt clearance	Htt clearance grain fraction
CCCc1[nH]nc2c1C(c1ccc(OC)c(CSC3=NCCS3)c1)C(C#N)=C(N)O2 (stereo not drawn)	-15	21
Cn1c(=O)c2cc(S(=O)(=O)NC(Cc3ccccc3)C(=O)NCc3ccco3)ccc2n(C)c1=O (stereo not drawn)	26	25
O=C(NC1CCCC1)C1c2ccccc2C(=O)N1C1CCCCC1 (stereo not drawn)	-8	39
O=C(C1=C(O)C(=O)N(Cc2ccccc2)C1c1ccncc1)c1ccco1 (stereo not drawn)	-6	21
CC(C)NC(=O)C(Cc1ccccc1)N1C(=O)c2ccccc2C1=O (stereo not drawn)	-52	30
O=C1c2ccccc2C(=O)N1c1nc(-c2cccs2)cs1	-7	20
COC(=O)c1ccc(Cl)c(NC(C)=O)c1	-28	24
COc1cc(NS(=O)(=O)c2ccc(NC(=O)c3ccco3)cc2)nc(OC)n1	17	18
COc1ccc(C(=O)Nc2nc(-c3ccc(OC)cc3)c(-c3ccc([N+](=O)[O-])cc3)s2)cc1	48	21
Cc1c(OCc2ccccc2)c(=O)ccn1Cc1ccccc1	28	12
O=C(CN(Cc1cccs1)C(=O)CNC(=O)c1ccco1)NC1CCCCC1	3	17
Cc1ccc(S(=O)(=O)NC(CC(=O)O)c2ccccc2)cc1 (stereo not drawn)	-55	28
Cn1c(CSc2nc3ccccc3s2)nc2ccccc21	-6	40
CCCCN(CCCC)S(=O)(=O)c1ccc2oc(C(=O)N3CCOCC3)c(C)c2c1	-19	44
CCCC(=O)Nc1nnc(Cc2ccccc2)s1	4	34
CN(Cc1cccs1)c1ncnc2sccc12	8	15
COc1ccc(C(=O)Nn2c(SCC(=O)NCC3CCCO3)nc3ccccc3c2=O)cc1 (stereo not drawn)	-3	20
O=C1CC(c2ccccc2)CC2=C1CN(C1CCCCC1)CN2 (stereo not drawn)	4	35
Cn1cccc1C(=O)NC(=O)CSc1cccc[n+]1[O-]	-21	24
COc1cc(C)ccc1OCCOc1cc(C)ccc1Cl	-10	24
Cc1nnc(SCC(=O)Nc2nc(-c3ccccc3)cs2)n1N	35	22
CCC(C#CCN1CCCCC1)(CC)OCCC#N	6	20
O=C(CN1CCCC1)NC1C2CC3CC(C2)CC1C3 (stereo not drawn)	7	37
CC(=O)c1c(NC(=O)C(C)C)nc(C)nc1-c1ccccc1	-10	48
CSc1ccc(NC(=O)NCCCN2CCN(c3ccccc3F)CC2)cc1	-99	39
COc1ccccc1OCc1ccc(C(=O)OCC2CCCO2)o1 (stereo not drawn)	-5	20
CC1CCC/C(=C\Nc2ccccc2C(=O)O)C1=O (stereo not drawn)	-52	51
NC(=O)C1CCN(c2ccc(C(F)(F)F)cc2[N+](=O)[O-])CC1	23	16
CN=Cc1sc2ccccc2c1O	1	39
CCOC(=O)c1ccc2nc(C(F)(F)F)[nH]c(=O)c2c1	6	19

22 entries from above, arranged by molecular weight, lowest first.
SMILES	Htt clearance	Htt clearance grain fraction
CN=Cc1sc2ccccc2c1O	1	39
COC(=O)c1ccc(Cl)c(NC(C)=O)c1	-28	24
CC1CCC/C(=C\Nc2ccccc2C(=O)O)C1=O (stereo not drawn)	-52	51
CCCC(=O)Nc1nnc(Cc2ccccc2)s1	4	34
CCC(C#CCN1CCCCC1)(CC)OCCC#N	6	20
CCOC(=O)c1ccc2nc(C(F)(F)F)[nH]c(=O)c2c1	6	19
Cn1cccc1C(=O)NC(=O)CSc1cccc[n+]1[O-]	-21	24
CC(=O)c1c(NC(=O)C(C)C)nc(C)nc1-c1ccccc1	-10	48
Cc1c(OCc2ccccc2)c(=O)ccn1Cc1ccccc1	28	12
COc1cc(C)ccc1OCCOc1cc(C)ccc1Cl	-10	24
O=C1CC(c2ccccc2)CC2=C1CN(C1CCCCC1)CN2 (stereo not drawn)	4	35
Cn1c(CSc2nc3ccccc3s2)nc2ccccc21	-6	40
O=C1c2ccccc2C(=O)N1c1nc(-c2cccs2)cs1	-7	20
NC(=O)C1CCN(c2ccc(C(F)(F)F)cc2[N+](=O)[O-])CC1	23	16
Cc1ccc(S(=O)(=O)NC(CC(=O)O)c2ccccc2)cc1 (stereo not drawn)	-55	28
COc1ccccc1OCc1ccc(C(=O)OCC2CCCO2)o1 (stereo not drawn)	-5	20
Cc1nnc(SCC(=O)Nc2nc(-c3ccccc3)cs2)n1N	35	22
CSc1ccc(NC(=O)NCCCN2CCN(c3ccccc3F)CC2)cc1	-99	39
COc1cc(NS(=O)(=O)c2ccc(NC(=O)c3ccco3)cc2)nc(OC)n1	17	18
CCCCN(CCCC)S(=O)(=O)c1ccc2oc(C(=O)N3CCOCC3)c(C)c2c1	-19	44
COc1ccc(C(=O)Nc2nc(-c3ccc(OC)cc3)c(-c3ccc([N+](=O)[O-])cc3)s2)cc1	48	21
COc1ccc(C(=O)Nn2c(SCC(=O)NCC3CCCO3)nc3ccccc3c2=O)cc1 (stereo not drawn)	-3	20

(cont.)
SMILES	Htt clearance	Htt clearance grain fraction
O=C(Cc1ccccc1)Nc1ccc(CN2CCOCC2)cc1	6	19
CCc1ccc(NC(=S)NC2CC3CCC(C2)N3Cc2ccco2)cc1 (stereo not drawn)	-1	39
O=S(=O)(c1cnc[nH]1)N1CCN(c2ccccc2)CC1	-41	52
Cc1cc(NC(=O)CCCC(=O)OCC(F)(F)C(F)F)cc(C)c1C(=O)O	27	27
CC1CC(C)(C)NC(C)c2ccccc21 (stereo not drawn)	12	35
O=C(CNC(=O)Cc1ccccc1)NCC(=O)OCc1ccccc1	-6	32
CCCC1CC(C)(C(=O)Cn2[nH]c(=O)ccc2=O)OC1=O (stereo not drawn)	18	13
O=C(Oc1cccc2c(OC(=O)N3CCCC3)cccc12)N1CCCC1	-20	23
CC(C)CC1(C)NC(=O)N(CC(=O)NC(=O)Nc2ccc3c(c2)OCCO3)C1=O (stereo not drawn)	49	23
CCCCCCCSc1nsc(N)n1	-74	35

In another format: results already given.
Order of results – Htt clearance | Htt clearance grain fraction
- O=S(=O)(c1cnc[nH]1)N1CCN(c2ccccc2)CC1
 : -41 | 52
- CCCC1CC(C)(C(=O)Cn2[nH]c(=O)ccc2=O)OC1=O (stereo not drawn)
 : 18 | 13

Other structures follow.
SMILES	Htt clearance	Htt clearance grain fraction
Cc1cccc(NC2(C(F)(F)F)N=C(c3ccccc3)NC2=O)n1 (stereo not drawn)	51	15
CC(=O)CC(=O)Nc1cccc2c1CCCC2	-11	38
O=C(COc1ccc2ccccc2c1)Nc1cccc2cccnc12	32	27
c1ccc2[nH]c(CSc3ncnc4c3oc3ccccc34)nc2c1	75*	5.2*
Cn1nnnc1SCC(=O)NC(C)(C)C	-65	63
Cc1c(C(=O)NCc2ccccc2)oc2ccc(S(=O)(=O)N3CCCC3)cc12	-197	106
Cc1ccc(S(=O)(=O)N2CCCC(C(=O)NCCCN3CCCCC3C)C2)cc1 (stereo not drawn)	3	36
O=C(NCCN1CCCCCC1)c1ccc(CS(=O)(=O)c2ccc(Br)cc2)o1	38	21
O=C(NCc1cccs1)Nc1ccc(Cl)cc1	9	16
O=C(Cn1nc(-c2ccc(Cl)cc2)c2ccccc2c1=O)NCC1CCCO1 (stereo not drawn)	-61	64
CN(C)c1ccc(/C=C2/C(=O)N(c3ccc([N+](=O)[O-])cc3)N=C2N2CCOCC2)cc1	-25	37
COc1ccc(-c2[nH]ncc2-c2cnc(C)s2)c(O)c1	-29	52
O=C(Nc1cccnc1)C1COc2ccccc2O1 (stereo not drawn)	-52	61
O=C(c1nc2nc(-c3cccs3)cc(C(F)(F)F)n2n1)N1CCN(Cc2ccccc2)CC1	-27	26
Cc1nc2cc(NC(=O)NCc3ccccc3)ccc2o1	-9	41
CC(C)COc1cc(=O)[nH]c(SCC(C)C)n1	3	16
Cc1ccc(C(=O)CSc2nnc(COc3cccc(C)c3)o2)cc1	28	15
COC(=O)c1ccccc1NC(=O)COC(=O)c1ccc(C)c(NC(=O)c2ccco2)c1	-6	39
CCNc1cc(=O)n(C)c(=O)n1C	-12	34
CNC(=O)C1=C(C)Nc2nc3ccccc3n2C1c1cccc(OC)c1 (stereo not drawn)	-46	54
Cc1c(C(=O)N2CCOCC2)oc2ccc(S(=O)(=O)N3CCCC3)cc12	-2	45
O=C1C2CC=C(Cl)CC2C(=O)N1CCCCCCN1C(=O)C2CC=C(Cl)CC2C1=O (stereo not drawn)	13	20
Cc1ccc(C2c3c(oc4ccc(Cl)cc4c3=O)C(=O)N2CCCN2CCOCC2)o1 (stereo not drawn)	-44	48
O=C(NCCN1CCOCC1)c1ccc(Cl)cc1[N+](=O)[O-]	18	32
COc1cc(C)c(S(=O)(=O)NCc2cccs2)cc1C	9	18
O=C(CSCc1ccc(F)cc1)N1CCN(c2ccccc2)CC1	3	39
Cc1cc(C)cc(-n2nnc(C(=O)NCc3ccc(Cl)cc3)c2N)c1	-23	42
Cc1ccc(OC(=O)c2cc3ccccc3o2)cc1	-30	36

Assay outcomes from PubChem BioAssay.
